Screening results as filed in PubChem BioAssay.
Rev-erbA mod: modulates human Rev-erb alpha binding to DNA; P20393; 370,000 compounds, 0.79% hits; Rev-erbα–FITC-DNA binding, fluorescence polarization, 90 min; activity, % at 10 µM;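 active = activity above about 14%, limit read from the data; passing the limit was not always enough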;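 also: 0% = DMSO wells with 35 nM protein and 100% = DMSO wells with 750 nM protein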
Target sequence (P20393 whole entry, looked up): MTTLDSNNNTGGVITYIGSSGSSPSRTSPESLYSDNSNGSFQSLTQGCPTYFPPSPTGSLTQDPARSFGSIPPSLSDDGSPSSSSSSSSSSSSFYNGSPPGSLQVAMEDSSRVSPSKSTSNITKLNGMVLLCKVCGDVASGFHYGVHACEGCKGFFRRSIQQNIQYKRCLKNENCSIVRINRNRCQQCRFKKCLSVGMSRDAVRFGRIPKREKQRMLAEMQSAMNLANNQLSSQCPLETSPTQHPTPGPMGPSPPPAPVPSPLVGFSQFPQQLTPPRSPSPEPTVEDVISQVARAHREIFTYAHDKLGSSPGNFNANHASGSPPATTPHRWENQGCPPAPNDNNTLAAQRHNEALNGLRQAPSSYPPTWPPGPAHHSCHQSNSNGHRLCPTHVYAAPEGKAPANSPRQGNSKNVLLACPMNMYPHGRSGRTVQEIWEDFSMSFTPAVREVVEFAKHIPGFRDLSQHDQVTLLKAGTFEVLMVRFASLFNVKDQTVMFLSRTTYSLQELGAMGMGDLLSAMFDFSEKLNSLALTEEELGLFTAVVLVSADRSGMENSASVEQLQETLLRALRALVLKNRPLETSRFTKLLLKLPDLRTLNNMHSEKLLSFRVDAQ
hcDAF-12 act: activators of H. contortus DAF-12 nuclear receptor. activation, % at 6.8 µM. HEK293 hcDAF-12 lit1-tk-luc reporter, luminescence; 0% DMSO, 100% Δ7-dafachronic acid. AID 652067. 370,000 compounds, 1.4% hits;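 active = activation above the mean of all tested compounds plus 3 SD, cut at about 5.5% in these data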;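 also: 100% = response to 3 µM Δ7-dafachronic acid high control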
PLCg1 inh: blocks human PLC-gamma1 enzyme activity; P19174; purified PLC-gamma1, fluorogenic substrate, fluorescence; inhibition, % at 12.2 µM; 370,000 compounds, 0.84% hits; AID 720700; in the data active = inhibition above about 9.5%
MBD2 inh: blocks human MBD2 binding to methylated DNA. TR-FRET, MBD2 binding to methylated oligonucleotide. inhibition, % at 4.4 µM. 370,000 compounds, 0.31% hits. AID 686964; in the data active = inhibition above about 13%
hgDAF-12 ag: hgDAF-12 agonism, primary luciferase screen; HEK293 GAL4-hgDAF12 UAS-luciferase reporter, agonist luminescence; normalized to butyrate control; 370,000 compounds, 1.8% hits; activation, % at 6.8 µM; AID 687014;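 active = activation above a cutoff set at the mean of all screened compounds plus 3 SD, cut at about 10% in these data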;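 also: 0% = DMSO wells and 100% = sodium butyrate wells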
ssDAF12 agonist: activators of S. stercoralis DAF-12 nuclear receptor | AID 652126 | HEK293 ssDAF-12/GRIP1 lit1-tk-luc reporter, luminescence; % of 3 µM dafachronic acid response | activation, % at 6.8 µM | 370,000 compounds, 1% hits;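 active = activation above the mean over all tested compounds plus 3 SD, cut at about 0.9% in these data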;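 also: 0% = DMSO-only wells and 100% = 3 µM delta7-dafachronic acid wells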
DAX1 inh-1: inhibits human nuclear receptor DAX1; inhibition, % at 6.75 µM; HEK293 Gal4-DAX1 luciferase reporter, luminescence; P51843; AID 504766; 340,000 compounds, 0.99% hits;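 active = inhibition above the mean over all tested compounds plus 3 SD, cut at about 4.2% in these data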;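 also: 0% = DAX1-transfected cells with DMSO and 100% = empty-vector control cells with DMSO; inhibition shows as a rise in luminescence from relieved DAX1 repression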
Target sequence (P51843 207-470 limits assumed): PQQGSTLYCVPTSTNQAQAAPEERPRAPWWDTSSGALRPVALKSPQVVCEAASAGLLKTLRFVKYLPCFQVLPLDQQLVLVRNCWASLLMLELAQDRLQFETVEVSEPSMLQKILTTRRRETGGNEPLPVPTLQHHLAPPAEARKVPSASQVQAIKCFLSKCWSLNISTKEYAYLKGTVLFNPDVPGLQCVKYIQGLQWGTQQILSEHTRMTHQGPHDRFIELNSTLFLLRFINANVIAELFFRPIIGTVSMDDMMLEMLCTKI
DAX1 inh-2: blocks DAX1 repression of SF-1 activated StAR promoter | HEK293T StAR-luciferase reporter, SF-1/DAX-1 repression relief | inhibition, % at 6.8 µM | 370,000 compounds, 1.1% hits | AID 652010;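 active = inhibition above the mean over all tested compounds plus 3 SD, cut at about 3.6% in these data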;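 also: 0% = DAX-1 cells with DMSO and 100% = cells lacking DAX-1 with DMSO; higher inhibition means more luminescence from relief of DAX-1 repression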
ADAM17 inh: inhibits human ADAM17. P78536. recombinant ADAM17, EDANS/DABCYL FRET peptide cleavage. 370,000 compounds, 0.83% hits. AID 720648. inhibition, % at 6.95 µM;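 active = inhibition above the mean of compounds lying between control limits plus 3 SD, set per campaign, cut at about 8.5% in these data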;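 also: 0% = DMSO-only wells as the low control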
PLCb3 inh: blocks human PLC-beta3 enzyme activity. Purified PLC-beta3, fluorogenic substrate, fluorescence. inhibition, % at 12.2 µM. 370,000 compounds, 0.18% hits. AID 720704; in the data active = inhibition above about 11%;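 also: 0% = median of compound wells on plate and 100% = full blocker control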
SMARCA2 act: activators of SMARCA2 function. MG213 cells, MMTV-luciferase reporter, dexamethasone, overnight. activation, % at 9.1 µM. 370,000 compounds, 1% hits. AID 652017; in the data active = activation above about 7.8%;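 also: 0% = vehicle wells and 100% = reference activator wells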
* marks the source's active call; other numbers are inactive results; nt = no result given.

no.	SMILES	Rev-erbA mod	hcDAF-12 act	PLCg1 inh	MBD2 inh	hgDAF-12 ag	ssDAF12 agonist
1	O=C(CCS(=O)(=O)Cc1ccccc1)NCCc1ccccc1	1	-1.2	2	2	3.6	-1.5
2	CCc1nc(SCC(=O)OC)c2c3c(sc2n1)COC(C)(C)C3	3	-1.2	0	-5	3.9	-1.4
3	CC(=O)c1cccc(CN2CCN(CCC(C)C)C(CCO)C2)c1 (stereo not drawn)	-1	-2.7	2	5	-2.3	-1.1
4	O=C(NC1CCCc2ccccc21)C1CCN(S(=O)(=O)c2cnc[nH]2)CC1 (stereo not drawn)	12	2.5	-1	4	0.2	0.1
5	CCCCC(=O)N1CCN(C(=O)c2ccc3c(c2)nc(C)n3C2CCCC2)CC1	-8	-2.5	6	1	0.1	-0.1
6	CCCCCCN1C[C@H](n2cc(COC(=O)c3ccccc3)nn2)[C@@H](O)C[C@@H]1c1ccc(Cl)cc1	2	-1.8	2	0	0.7	-0.2
7	Cc1ccc(NS(=O)(=O)c2ccc(-c3ccc(=O)[nH]n3)o2)cc1N(C)C	-5	1.3	3	-1	1.8	-0.8
8	COC(=O)Cn1c(C)c(C#N)c2ccccc21	-4	1.2	-3	-3	0.3	0.3
9	COC(=O)c1cc(C(=O)c2c(C)cc3ccccn23)cc([N+](=O)[O-])c1	3	-2.6	0	-3	-0.7	-0.4
10	NC(c1cccc(F)c1)c1nc(-c2ccc(Cl)cc2)cs1 (stereo not drawn)	-6	-2.2	1	5	0.3	-0.6
11	COc1cc2c(cc1OC)C1(Nc3c-2c(C)nn3-c2ccccc2)C(=O)Nc2ccccc21 (stereo not drawn)	18*	-0.2	-77	-7	-0.8	-1.1
12	O=C(O)CCSCC(=O)Nc1c(C(=O)C2CC2)oc2ccccc12	-4	-0.3	3	0	0.1	-1.7

no.	DAX1 inh-1	DAX1 inh-2	ADAM17 inh	PLCb3 inh	SMARCA2 act
1	0.4	0.0	0	2	6
2	0.6	-0.3	-2	1	-1
3	0.8	-0.4	-8	-7	-7
4	-0.1	-0.2	-2	4	1
5	nt	0.2	6	5	-6
6	-0.2	-0.6	3	6	-2
7	0.9	-1.9	0	-8	3
8	-0.4	-0.3	-3	-3	-2
9	1.8	-0.5	2	-5	-2
10	nt	0.2	-1	-2	-3
11	-0.7	-0.3	-6	-96	1
12	0.1	0.2	0	-1	1

(listing goes on)
no.	SMILES	Rev-erbA mod	hcDAF-12 act	PLCg1 inh	MBD2 inh	hgDAF-12 ag	ssDAF12 agonist
13	Cc1ccc(-n2nc(C(N)=O)nc2-c2ccccc2)cc1	4	0.1	3	-3	-2.7	-1.2
14	CC(=O)O[C@@H]1[C@H](OC(=O)CC(C)C)c2c(ccc3ccc(=O)oc23)OC1(C)C	0	-0.6	-7	-1	-1.7	-1.5
15	Cc1ccc(/C=N/Nc2ccc(F)cc2)s1	0	1.5	-1	-5	0.8	-1.2
16	O=C(Cc1cccs1)N1CCN=C1SCc1cccc(F)c1	-4	-2.0	2	-2	2.4	-1.7
17	Cc1nn(C)cc1CN(C)C(=O)c1ccc(OC2CCN(Cc3ccccn3)CC2)cc1	-2	-0.4	-1	1	2.7	-1.6
18	COc1cc(N)c(Cl)cc1C(=O)NC1CCN(Cc2ccccc2)CC1	2	0.5	-1	4	-0.1	-1.2
19	O=C(CCC(=O)c1cccs1)OCC(=O)c1ccc(Cl)s1	-4	-1.1	-1	-2	1.0	-1.3
20	N/C(=N\c1nc2ccccc2o1)NC(=O)c1cccc(Cl)c1	-1	-1.0	0	3	1.5	-1.9
21	CN(C(=O)[C@@H](Cc1ccccc1)NC(=O)[C@H]1O[C@@H](n2cnc3c(=O)[nH]c(N)nc32)[C@H](O)[C@@H]1O)C1CCCCC1	-1	-0.5	0	0	-0.5	-0.6
22	CN(CC(=O)Nc1ccc(F)cc1[N+](=O)[O-])Cc1ccccc1	3	-1.5	0	4	2.3	-0.9
23	Cc1cc(C)c(S(=O)(=O)Nc2ccccc2C(=O)N2CCCC2)c(C)c1	4	-0.3	-1	2	1.5	-1.3
24	COc1ccc(N(CC(O)CN2CCOCC2)S(=O)(=O)c2ccccc2)cc1 (stereo not drawn)	-3	-1.7	-1	6	0.8	-0.6

no.	DAX1 inh-1	DAX1 inh-2	ADAM17 inh	PLCb3 inh	SMARCA2 act
13	0.5	0.6	-5	-2	-2
14	0.8	-0.5	-29	-7	1
15	-0.8	0.0	0	-10	7
16	2.7	-0.4	1	-4	0
17	-0.4	-2.4	-6	-9	-4
18	-0.5	-0.5	-4	-2	-2
19	-0.4	0.4	1	-1	-1
20	nt	0.0	-5	4	1
21	nt	0.3	-5	-2	-1
22	-0.7	0.5	-2	-1	-3
23	-0.1	-1.0	-2	-6	-1
24	0.2	0.2	-2	-7	-1

7 entries from above, with bars between the fields.
entry | smiles | Rev-erbA mod | hcDAF-12 act | PLCg1 inh | MBD2 inh | hgDAF-12 ag | ssDAF12 agonist | DAX1 inh-1 | DAX1 inh-2 | ADAM17 inh | PLCb3 inh | SMARCA2 act
13 | Cc1ccc(-n2nc(C(N)=O)nc2-c2ccccc2)cc1 | 4 | 0.1 | 3 | -3 | -2.7 | -1.2 | 0.5 | 0.6 | -5 | -2 | -2
14 | CC(=O)O[C@@H]1[C@H](OC(=O)CC(C)C)c2c(ccc3ccc(=O)oc23)OC1(C)C | 0 | -0.6 | -7 | -1 | -1.7 | -1.5 | 0.8 | -0.5 | -29 | -7 | 1
15 | Cc1ccc(/C=N/Nc2ccc(F)cc2)s1 | 0 | 1.5 | -1 | -5 | 0.8 | -1.2 | -0.8 | 0.0 | 0 | -10 | 7
16 | O=C(Cc1cccs1)N1CCN=C1SCc1cccc(F)c1 | -4 | -2.0 | 2 | -2 | 2.4 | -1.7 | 2.7 | -0.4 | 1 | -4 | 0
17 | Cc1nn(C)cc1CN(C)C(=O)c1ccc(OC2CCN(Cc3ccccn3)CC2)cc1 | -2 | -0.4 | -1 | 1 | 2.7 | -1.6 | -0.4 | -2.4 | -6 | -9 | -4
18 | COc1cc(N)c(Cl)cc1C(=O)NC1CCN(Cc2ccccc2)CC1 | 2 | 0.5 | -1 | 4 | -0.1 | -1.2 | -0.5 | -0.5 | -4 | -2 | -2
19 | O=C(CCC(=O)c1cccs1)OCC(=O)c1ccc(Cl)s1 | -4 | -1.1 | -1 | -2 | 1.0 | -1.3 | -0.4 | 0.4 | 1 | -1 | -1

Following part
no.	SMILES	Rev-erbA mod	hcDAF-12 act	PLCg1 inh	MBD2 inh	hgDAF-12 ag	ssDAF12 agonist
25	COc1ccc2[nH]c(O)c(N=NC(=O)c3ccc(NS(=O)(=O)c4cccs4)cc3)c2c1	-11	0.8	2	1	4.0	-1.1
26	O=C(Nc1cscc1S(=O)(=O)c1ccccc1)c1ccccc1Cl	-5	0.3	5	-3	-1.1	-1.4
27	CCOC(=O)N1CCN(C(=O)COC(=O)c2cc(Cl)cc(Cl)c2)CC1	-7	0.1	3	-1	-1.1	-1.1
28	O=c1[nH]c2cc(C(F)(F)F)ccc2n1-c1cc(C(F)(F)F)ccc1O	-2	0.3	0	-5	-1.3	-1.4
29	CCOC(=O)C1=C(O)/C(=C\c2sccc2C)N=C1C	2	-2.4	1	0	-0.4	0.0
30	COC(=O)[C@H](CC(C)C)N1Cc2nnn(Cc3ccccc3)c2-c2cc(F)ccc2S1(=O)=O	3	-2.3	2	-3	-1.4	-0.8
31	CCOc1cc(/C=N\NC(=O)c2c(C)nc3ccccn23)ccc1O	2	8.0*	-14	5	1.7	-1.0
32	Cc1ccc(S(=O)(=O)c2c[nH]c3ccc(Cl)cc3c2=O)cc1	136*	-1.1	5	-2	0.9	-1.6
33	CC(=O)Nc1ccc(N2C(C(C)=O)=NN(c3ccc(Cl)cc3)C2c2sccc2C)cc1 (stereo not drawn)	2	0.9	-56	-3	1.5	-0.9
34	COc1ccc(COCCN2CCN(S(=O)(=O)c3ccccc3)CCC2=O)cc1	-6	-2.5	1	2	-0.8	-0.9
35	CC1=C(C#N)C(=O)NC(=O)/C1=C\c1ccc(-c2cc(C)c(C)cc2[N+](=O)[O-])o1	5	1.6	-76	-1	-1.6	-1.1
36	CCCc1cc(=O)[nH]c(SCc2cccc(C)c2)n1	0	-0.6	-2	1	-0.7	-0.6

no.	DAX1 inh-1	DAX1 inh-2	ADAM17 inh	PLCb3 inh	SMARCA2 act
25	0.2	0.2	-2	-13	-1
26	nt	-0.8	2	0	-1
27	-0.2	0.1	-11	-6	-5
28	-0.7	-1.0	3	3	-3
29	-0.6	0.3	3	0	0
30	nt	-0.3	5	3	-4
31	0.2	-0.6	-8	-27	-1
32	0.0	-0.2	2	-2	11*
33	1.3	-0.6	-3	-72	-1
34	1.6	-0.8	-5	3	-1
35	-0.3	-0.7	-35	-125	-2
36	-0.3	-0.9	0	-2	-2

(further entries)
no.	SMILES	Rev-erbA mod	hcDAF-12 act	PLCg1 inh	MBD2 inh	hgDAF-12 ag	ssDAF12 agonist
37	COc1ccccc1CC(=O)NC1CCCCCC1	-1	-1.2	-1	2	13*	-2.0
38	COc1cc(CNc2ccc(N3CCCCC3)cc2)ccc1OCC(=O)NC(C)(C)C	-2	-0.2	-75	-9	-3.5	-1.5
39	COc1ccc(-c2[nH]ncc2-c2ccc3c(c2)OCCO3)c(O)c1	6	-1.1	0	-5	6.9	-1.3
40	CCCOc1ccc2oc(=O)c3c(c2c1)CCCN3C(=O)CN(C)Cc1ccccc1	1	-2.2	-75	-4	0.9	-1.1
41	CN1CCN(NC(=O)c2ccc(COc3ccccc3Br)o2)CC1	1	-0.6	4	-4	-1.1	-1.4
42	C[C@@H]1CN([C@@H](C)CO)S(=O)(=O)c2ccc(C#Cc3cccc(F)c3)cc2O[C@@H]1CN(C)CC1CC1	-2	-2.9	-2	-4	0.3	0.8
43	Cc1nnc(SCC(=O)NC(C)c2ccccc2)[nH]c1=O (stereo not drawn)	-1	-0.6	1	2	-1.2	-1.1
44	Cc1ccc(NC(=O)C2CCN(S(=O)(=O)c3cccs3)CC2)c(O)c1	7	-0.7	2	-4	1.7	-1.5
45	COc1ccc(CCNC(=O)Cc2nn(C)c(=O)c3ccccc23)cc1OC	2	-1.9	1	3	-1.6	-1.1
46	CCCc1nn(C)c(C(=O)Nc2ccc3ccccc3c2)c1Cl	-1	2.5	-1	-3	8.8	-0.7
47	C=CCNC(=S)N(C)[C@H]1C[C@H]2c3cc(-c4ccccc4C)ccc3CCN2C[C@H]1[C@H](C)O	-4	-1.7	-117	10	-2.9	-1.4

no.	DAX1 inh-1	DAX1 inh-2	ADAM17 inh	PLCb3 inh	SMARCA2 act
37	0.2	-0.1	1	-5	-3
38	-1.2	-1.3	-1	-113	-2
39	0.4	-0.2	5	-2	-1
40	0.7	-1.4	-38	-80	2
41	-1.1	0.1	8	-1	2
42	1.0	-0.4	-3	-5	-4
43	0.8	0.7	2	4	3
44	1.2	-1.2	8	-1	-3
45	-1.1	-0.5	-7	3	-6
46	-0.3	2.1	3	-2	2
47	nt	0.0	-35	-138	-3
